Screening data from PubChem BioAssay.
AmpC no deterg: blocks E. coli AmpC beta-lactamase in detergent-free assay | P00811 | AmpC nitrocefin hydrolysis, absorbance 480 nm, 0.0001% Triton | Potency, µM (series often up to 57.1 µM), for inactives: top-dose activity change, negative = inhibition, hits mostly inhibitors | actives 0.52% (n = 330,000) | AID 485341;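 further: potency means the concentration at half of the fitted maximal effect; plate controls were no compound for no effect and no enzyme for full effect; nearly all actives have a fitted effect of over 20% in size; some results filed as inactive show a strong effect at the top dose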
Target sequence (P00811 whole entry, looked up): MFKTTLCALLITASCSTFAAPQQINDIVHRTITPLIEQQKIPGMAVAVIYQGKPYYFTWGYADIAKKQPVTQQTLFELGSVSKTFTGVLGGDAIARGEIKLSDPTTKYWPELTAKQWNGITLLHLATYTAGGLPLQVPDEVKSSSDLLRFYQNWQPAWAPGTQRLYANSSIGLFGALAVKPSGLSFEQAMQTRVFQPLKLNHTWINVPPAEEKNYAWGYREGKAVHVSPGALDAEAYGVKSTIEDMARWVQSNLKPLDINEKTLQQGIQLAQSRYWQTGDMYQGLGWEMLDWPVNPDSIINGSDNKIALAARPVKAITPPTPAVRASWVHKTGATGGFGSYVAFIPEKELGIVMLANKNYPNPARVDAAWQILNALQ
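AmpC (5.3 nM in the dispensed reagent) in 20 mM phosphate pH 7.0 with 0.01% (detergent screen) or 0.0001% Triton X-100 was preincubated with compounds for 15 min at room temperature. Nitrocefin was then added from an 800 uM solution, and hydrolysis was followed at 480 nm.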
HCV inhibitor: blocks hepatitis C virus; Huh7.5.1 HCVcc-Cre infection, luciferase reporter, 44 h; Potency, µM (highest dose often 41.8 µM), without a hit: top-dose activity change, negative = inhibition, most hits filed as inhibitors; actives 3.4% (n = 340,000); AID 651820; further: potency means the concentration at half of the fitted maximal effect
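Cells (1,000/well) were plated 4 h before compound, then infected with HCVcc-Cre virus (~0.5 moi). After 44 h further culture, infection was read as luciferase luminescence following a 15 min substrate incubation at room temperature.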
Giardia FBPA inh: blocks Giardia fructose-bisphosphate aldolase activity | actives 0.71% (n = 290,000) | AID 2451 | Potency, µM (doses to about 59.6 µM), for the others: at the highest dose activity, negative = inhibition, actives largely listed as inhibitors | purified Giardia FBPA; further: potency means the concentration at half of the fitted maximal effect; nearly all actives have a fitted effect of over 55% in size
Target sequence (A8B2U2 whole entry, looked up): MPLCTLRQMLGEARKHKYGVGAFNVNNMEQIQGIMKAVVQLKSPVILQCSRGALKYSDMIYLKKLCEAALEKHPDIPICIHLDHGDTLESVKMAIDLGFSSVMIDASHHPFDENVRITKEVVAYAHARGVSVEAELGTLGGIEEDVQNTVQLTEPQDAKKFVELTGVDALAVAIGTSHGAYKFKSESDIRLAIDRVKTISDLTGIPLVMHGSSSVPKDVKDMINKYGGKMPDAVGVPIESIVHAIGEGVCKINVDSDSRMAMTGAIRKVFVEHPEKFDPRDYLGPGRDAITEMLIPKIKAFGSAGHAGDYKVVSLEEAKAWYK
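Giardia FBPA (40 nM reagent) was preincubated 10 min at RT with compound (up to 57.5 uM final), then substrate plus GAPDH/TPI/NAD/arsenate coupling system with diaphorase/resazurin was added; resorufin fluorescence (525/598 nm) was read after 20 min.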
AmpC inh detg: AmpC beta-lactamase inhibition with detergent present | P00811 | actives 0.041% (n = 370,000) | Potency, µM (titrated, usually from 114 µM), for the others: at the top dose activity change, negative = inhibition, hits mostly inhibitors | AID 485294 | AmpC hydrolysis of nitrocefin, absorbance 480 nm, 0.01% Triton;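 further: potency means the concentration at half of the fitted maximal effect; 0% = no-compound wells and -100% = no-enzyme wells; nearly all actives have a fitted effect of over 25% in size; some results filed as inactive show a strong effect at the top dose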
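20 mM phosphate pH 7.0 + 0.01% (detergent screen) or 0.0001% Triton X-100; 5.3 nM AmpC reagent; cpd preinc 15 min RT; nitrocefin (800 uM stock) to start; A480 q20 s × 4 min; Activity was normalised to no-enzyme and no-compound control wells.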
Sm TGR inh: S. mansoni TGR enzyme inhibition. Q962Y6. purified TGR, DTNB reduction, TNB absorbance 405 nm. Potency, µM (series often up to 114 µM), for inactives: at the top dose activity change, negative = inhibition, hits mostly inhibitors. actives 3% (n = 360,000). AID 485364; further: potency means the concentration at half of the fitted maximal effect; nearly all actives have a fitted effect of over 60% in size
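Kinetic colorimetric format: TGR-catalysed, NADPH-driven DTNB reduction monitored via TNB absorbance. Enzyme dispensed at 20 nM; compound exposure 15 min at room temperature before reaction start.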
HCMV antiviral: inhibitors of human cytomegalovirus. activity change, negative = inhibition, % at 57.5 µM. actives 4.5% (n = 410,000). HFF cells, HCMV-luciferase reporter, 72 h; hits give low values. AID 1259415; in the data active means activity change below about -60%; inconclusive means no clear call, values can overlap the other calls; inactive means above about -39%
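Human foreskin fibroblasts infected with luciferase-reporter HCMV at MOI 1 PFU/cell, compounds at two doses. Luciferase measured 72 h post infection; normalized to buffer-only basal and Salinomycin (10uM) controls.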
Active calls of the source: *; ? = inconclusive; / = no result given; & = joins results of further samples; [ ] = dose if it differs, or a comment. Unless noted, the call rests on the fitted dose curve; in most records, active means well fitted curve in the direction sought with a large enough effect; inconclusive means small, poorly fitted or top-dose-only effect, or another doubt; inactive means no such curve, though single readings can be large; an effect the other way counts as inactive or inconclusive. Unless noted, on the % scale 0 is the no-effect control and ±100 the full control effect. Not a hit list. Share with any hit: about 9.9%.

1. CC1=C(C(=O)N2CCCC(N3CCN(c4ccccc4F)CC3)C2)OCCO1 (configuration not stated)
2. COc1ccc(CNC(=O)c2ccc(C(C)(C)C)cc2)cc1
3. O=C(COc1cccnc1[N+](=O)[O-])Nc1ccc2c(c1)OC(F)(F)O2
4. CNc1oc(-c2cccs2)nc1C#N
5. CSc1ccc(C(=O)/C=C/c2ccc(N)cc2)cc1
screen / no.,1,2,3,4,5
AmpC no deterg,44%,-13%,-25%,-18%,-8%
HCV inhibitor,14%,-21%,1%,4%,-23%
Giardia FBPA inh,/,-3%,-2%,1%,4%
AmpC inh detg,3%,4%,?,-7%,-1%
Sm TGR inh,-4%,9%,-18%,7%,3%
HCMV antiviral,-12,11,-18,-3,24

Four records picked at random from the list so far:
5. CSc1ccc(C(=O)/C=C/c2ccc(N)cc2)cc1
4. CNc1oc(-c2cccs2)nc1C#N
2. COc1ccc(CNC(=O)c2ccc(C(C)(C)C)cc2)cc1
3. O=C(COc1cccnc1[N+](=O)[O-])Nc1ccc2c(c1)OC(F)(F)O2
screen / no.,5,4,2,3
AmpC no deterg,-8%,-18%,-13%,-25%
HCV inhibitor,-23%,4%,-21%,1%
Giardia FBPA inh,4%,1%,-3%,-2%
AmpC inh detg,-1%,-7%,4%,?
Sm TGR inh,3%,7%,9%,-18%
HCMV antiviral,24,-3,11,-18

Next part:
6. CCOc1ccc2[nH]cc(S(=O)(=O)c3ccc(Cl)cc3)c(=O)c2c1
7. CCCCC(=O)N(CCC)CCC
8. COC(=O)C1=C(c2ccccc2)c2ccccc2S(=O)(=O)N1CC(=O)Nc1ccc(F)c(F)c1
9. O=C(NCCc1nc2ccccc2[nH]1)c1ccco1
10. CCN(CC)S(=O)(=O)c1cc(NC(=O)CNc2cccc(S(=O)(=O)N3CCCC3)c2)ccc1C
screen / no.,6,7,8,9,10
AmpC no deterg,-19%,3%,/,-4%,-23%
HCV inhibitor,?,0%,/,3%,0.56µM*
Giardia FBPA inh,4%,4%,/,-12%,/
AmpC inh detg,5%,-8%,-2%,?,?
Sm TGR inh,11%,-3%,-1%,8%,3%
HCMV antiviral,-21,5,-30,24,/

11. Cc1cc(NC(=O)C(C)C)n(-c2nc3ccccc3s2)n1
12. CC(C)c1ccc(S(=O)(=O)c2cn(Cc3ccc(F)cc3)c3cc4c(cc3c2=O)OCO4)cc1
13. C/C(=N\NC(=O)c1nnn(-c2nonc2N)c1-c1cccs1)c1ccncc1
14. COc1ccc(CSc2nnnn2-c2ccc(C(N)=O)cc2)cc1[N+](=O)[O-]
15. O=C(CS(=O)(=O)c1ccc(F)cc1)N1CCOCC1
screen / no.,11,12,13,14,15
AmpC no deterg,-14%,-32%,-4%,-18%,-9%
HCV inhibitor,?,10%,-9%,-1%,8%
Giardia FBPA inh,0%,2%,/,5%,/
AmpC inh detg,3%,4%,-2%,0%,-11%
Sm TGR inh,6%,2%,0%,5%,-21%
HCMV antiviral,169,/,0,38,25

Some of the entries so far, in markdown.
| entry | SMILES | AmpC no deterg | HCV inhibitor | Giardia FBPA inh | AmpC inh detg | Sm TGR inh | HCMV antiviral |
| --- | --- | --- | --- | --- | --- | --- | --- |
| 11 | Cc1cc(NC(=O)C(C)C)n(-c2nc3ccccc3s2)n1 | -14% | ? | 0% | 3% | 6% | 169 |
| 12 | CC(C)c1ccc(S(=O)(=O)c2cn(Cc3ccc(F)cc3)c3cc4c(cc3c2=O)OCO4)cc1 | -32% | 10% | 2% | 4% | 2% | / |
| 13 | C/C(=N\NC(=O)c1nnn(-c2nonc2N)c1-c1cccs1)c1ccncc1 | -4% | -9% | / | -2% | 0% | 0 |
| 14 | COc1ccc(CSc2nnnn2-c2ccc(C(N)=O)cc2)cc1[N+](=O)[O-] | -18% | -1% | 5% | 0% | 5% | 38 |

Next records
16. Cc1cc(-c2ccc(F)cc2)nc2cc(C(N)=O)nn12
17. CC(=O)c1cccc(NC(=O)c2c(C)nn(-c3ccc(F)cc3)c2-n2cccc2)c1
18. Cc1nc2ccccn2c1-c1ccnc(=S)[nH]1
19. O=C(COc1cccc(C(F)(F)F)c1)NNC(=O)Cn1c(=O)cnc2ccccc21
20. CC1(C)Cc2nc3sc4c(SCC(=O)NCc5ccccc5)ncnc4c3cc2CO1
screen / no.,16,17,18,19,20
AmpC no deterg,-40%,/,47%,-10%,-14%
HCV inhibitor,?,/,-9%,0%,10%
Giardia FBPA inh,0%,/,-9%,/,3%
AmpC inh detg,-1%,17%,0%,?,0%
Sm TGR inh,2%,4%,?,-1%,6%
HCMV antiviral,-6,-11,21,-27,-38

21. CCc1c(C)nc2c(Br)cccc2c1SCCC#N
22. COC(=O)Cn1c(CCS(=O)(=O)c2ccc(C)cc2)nc2ccccc21
23. Cc1cccnc1NC(=O)c1ccc(Br)o1
24. COc1ccc([C@]23Cc4cc(OC)c(OC)cc4C(O2)c2c(cc(C)n(Cc4ccccc4)c2=O)O3)cc1
25. O=S1(=O)N(CCN2CC=C(c3c[nH]c4cc(F)ccc34)CC2)c2cccc3c2N1CCC3
screen / no.,21,22,23,24,25
AmpC no deterg,-18%,-17%,81%[activator],-21%[11.4 µM],-16%
HCV inhibitor,?,2%,43%[activator],/,?
Giardia FBPA inh,-5%,4%,/,3%[12.9 µM],-13%
AmpC inh detg,-14%,2%,?,-6%[22.9 µM],-10%
Sm TGR inh,-6%,-10%,-9%,?,0%
HCMV antiviral,?,11,-10,/,-80*

26. CCOP(=O)(OCC)C(NC(=O)c1ccccc1C)C(Cl)(Cl)Cl (configuration not stated)
27. CN(C)c1ccc(O)c2c1CC1CC3[C@@H](N(C)C)C(=O)C(C(N)=O)C(=O)[C@]3(O)C(=O)C1C2=O (some centres not stated)
28. COC(=O)c1nn(-c2ccc(OC)cc2)c(=O)cc1Sc1ccc(C)cc1
29. CCOc1ccccc1Nc1sc(C(=O)c2ccc(Cl)cc2)c(N)c1S(=O)(=O)c1ccccc1
30. Cn1cncc1C#Cc1c(C=O)n(C)c2ccccc12
screen / no.,26,27,28,29,30
AmpC no deterg,6%,-13%,-19%,/,-13%
HCV inhibitor,6%,-2%,24%,/,?
Giardia FBPA inh,6%,/,-17%,/,/
AmpC inh detg,-13%,/,?,14%,0%
Sm TGR inh,-12%,/,-3%,-9%,-31%
HCMV antiviral,0,-6,?,20,-3

31. CCN(CC)CCNC(=O)c1ccc(NC(=O)COc2ccc3c(c2)CCC3)cc1
32. CCCCSc1nc2sc3c(c2c(=O)[nH]1)CCC3
33. Cc1cccc(S(=O)(=O)Nc2ccc(S(=O)(=O)Nc3nccs3)cc2)c1
34. O=C(NNC(=O)c1nn(-c2ccc(F)cc2)ccc1=O)c1ccc(C(F)(F)F)cc1
35. CCOc1ccc(C(CCc2ccccc2)NC(=O)c2ccc(OC)c(OC)c2)cc1OCC (configuration not stated)
screen / no.,31,32,33,34,35
AmpC no deterg,31%,-28%,-43%,-5%,167%[activator]
HCV inhibitor,?,?,2%,-12%,10µM*
Giardia FBPA inh,/,-1%,/,6%,10%
AmpC inh detg,7%,3%,/,-5%,2%
Sm TGR inh,-18%,-14%,/,1%,-2%
HCMV antiviral,7,-36,57,29,37

36. CC1(C)CC(NCc2ccccc2)CCO1 (configuration not stated)
37. CCc1ccc(C(CC(=O)O)N2Cc3ccccc3C2=O)cc1 (configuration not stated)
38. O=S(=O)(c1ccccc1)c1nc(-c2ccco2)oc1NCCN1CCOCC1
39. Cc1ccc(C)c(N2CCN(C(=O)c3cc4c(=O)oc5ccccc5c4s3)CC2)c1
40. O=C(Cn1cc([N+](=O)[O-])cn1)N1CCN(Cc2ccc3c(c2)OCO3)CC1
screen / no.,36,37,38,39,40
AmpC no deterg,-25%,-25%,35%,/,-18%
HCV inhibitor,-1%,25%,-4%,/,3%
Giardia FBPA inh,3%,4%,-22%,/,1%
AmpC inh detg,-1%,2%,5%,-1%,-6%
Sm TGR inh,2%,-8%,?,89µM*,0%
HCMV antiviral,-29,-8,3,-32,-35

41. O=C1CN(C(=O)c2ccc(F)cc2)c2ccccc2N1
42. O=CC1=C(N2CCOCC2)/C(=C/c2ccc(Cl)cc2)CC1
43. Cc1onc(-c2ccccc2)c1C(=O)c1c[nH]c(C(=O)NCc2ccccn2)c1
44. Cc1ccc(-n2c(/C=C/c3ccc4c(c3)OCO4)nc3ccccc3c2=O)cc1
45. CCC(C)n1c(-c2cccc(S(=O)(=O)N(CC)CC)c2)n[nH]c1=S (configuration not stated)
screen / no.,41,42,43,44,45
AmpC no deterg,-12%,0%,-10%,-22%,-25%
HCV inhibitor,4%,?,10µM*,4%,3%
Giardia FBPA inh,/,-7%,0%,-2%,8%
AmpC inh detg,-3%,-5%,-2%,0%,1%
Sm TGR inh,3%,22µM*,-2%,2%,10%
HCMV antiviral,0,-36,?,-102*,-27

46. C[C@@H]1CN([C@H](C)CO)C(=O)c2cc(NC(=O)Cc3ccccc3)ccc2O[C@H]1CN(C)Cc1ccc(Oc2ccccc2)cc1
47. Cc1ccc(Nc2nc(C(=O)N3CCC(C(=O)NC(C)C)CC3)cs2)cc1
48. CCCCC(=NCCc1c(C)[nH]c2ccc(OC)cc12)C1=C(O)CC(c2ccccc2)CC1=O (configuration not stated)
49. COc1ccc(N2CCN(Cc3cc(=O)oc4cc(C)c(Cl)cc34)CC2)cc1
50. CC(C)Oc1ccc(C(CC(=O)N(C)CCC#N)c2ccc(F)cc2)cc1 (configuration not stated)
screen / no.,46,47,48,49,50
AmpC no deterg,224%[activator],29%,-22%,-28%,129%[activator]
HCV inhibitor,11µM*,-3%,?,7%,6%
Giardia FBPA inh,/,-1%,4%,3%,3%
AmpC inh detg,/,?,1%,-3%,-15%
Sm TGR inh,/,2%,-10%,-16%,9%
HCMV antiviral,53,24,-27,2,5

51. Cc1cc(C)cc(N(CC(=O)O)S(=O)(=O)c2c(C)noc2C)c1
52. Cc1cc(C(=O)C(=O)Nc2nnc(C(C)C)s2)c(C)n1-c1ccccc1
53. COc1ccc(C(=O)Nc2cc3c(cc2C#N)OCO3)cc1S(=O)(=O)N1CCN(C)CC1
54. CC(NC(=O)COC(=O)/C=C/c1ccc([N+](=O)[O-])cc1)c1ccccc1 (configuration not stated)
55. CCCCC(=O)Nc1cccc(NC(=O)c2ccc3c(c2)OCO3)c1
screen / no.,51,52,53,54,55
AmpC no deterg,-17%,/,-32%,-11%,-21%
HCV inhibitor,-8%,/,2%&-5%,-26%,2.8µM*
Giardia FBPA inh,26%,/,8%,4%,1%
AmpC inh detg,?,-2%,?,-3%,3%
Sm TGR inh,2%,2%,-2%,1%,2%
HCMV antiviral,-11,-87*,6,4,16

56. CCOc1ccc(C(c2c(O)cc(C)n(Cc3ccco3)c2=O)N2CCN(C)CC2)cc1 (configuration not stated)
57. CCOC(=O)/C(=C\c1ccc(C)cc1)NC(=O)c1ccccc1
58. COc1cc(C(=O)COC(=O)c2ccco2)cc(OC)c1OC
59. Cc1nn(Cc2c(Cl)cccc2Cl)c(C)c1C(=O)NCc1ccc(C)n1C
screen / no.,56,57,58,59
AmpC no deterg,/,-9%,2%,81%[activator]
HCV inhibitor,/,2%,16%,-2%
Giardia FBPA inh,/,7%,/,-24%
AmpC inh detg,20%,0%,/,-4%
Sm TGR inh,7.9µM*,/,/,?
HCMV antiviral,21,-12,16,-31
